# Screening results from PubChem.
# aSyn tox rescue = inhibitors of alpha-synuclein toxicity in yeast; S. cerevisiae alpha-synuclein toxicity rescue, BacTiter-Glo growth, 24 h; Potency, µM (series often up to 46.1 µM), inactives show at the top dose growth rescue (activation), most hits filed as activators; actives 0.02% (n = 94,000); AID 1347070; active = well fitted activation curve with a large enough effect; inconclusive = small, poorly fitted or top-dose-only effect; also: 0% is about no effect
#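 Growth restoration measured by BacTiter-Glo luminescence after 24 hr at 30 deg C; alpha-synuclein yeast, raffinose-pregrown to mid-log, were added at OD600=0.02 in galactose medium onto pinned compounds.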
# The depositor's hits bear a star; ? = inconclusive; & = joins results of further samples. Potency is read from the fitted curve at half-maximal effect.
item | molecule | aSyn tox rescue
1 | COc1ccccc1NC(=O)C1=C(C)Nc2nnnn2C1c1cc(Br)c(O)c(OC)c1 (stereo not given) | 5%
2 | CCS(=O)(=O)c1c(Nc2ccc(F)c(Cl)c2)sc(C(=O)c2ccccc2)c1N | 11%
3 | COc1ccc(CNS(=O)(=O)c2ccc(S(=O)(=O)NC3CC3)cc2)cc1 | -7%
4 | COCCN(C(=O)CSc1nnc(-c2ccccc2F)o1)c1c(N)n(CC(C)C)c(=O)[nH]c1=O | 2%
5 | COc1ccc(CNC(=O)Cn2nc(C)c3nn(-c4ccc(Cl)cc4)c(C)c3c2=O)cc1 | 1%
6 | O=C(CSc1nc(-c2ccccc2)no1)N1CCN(c2ccccc2F)CC1 | 17%
7 | CCOC(=O)c1ccc(N2C(=O)c3[nH]nc(-c4ccc(OCC)cc4)c3C2c2cccs2)cc1 (stereo not given) | 3%
8 | O=C(Nc1ccc(Cl)cc1C(F)(F)F)c1cc(S(=O)(=O)NCc2ccccc2)ccc1F | ?
9 | COc1ccc(NC2=CC(=S)NC(C)(C)C2)cc1 | 9%
10 | Cc1nc(CC(=O)Nc2ccc(C)c(C)c2)cs1 | 2%
11 | COc1ccc(CCNC(=O)Cn2cc(C(=O)c3ccc(Cl)cc3)c(=O)c3ccc(C)nc32)cc1OC | -5%
12 | CCCCOP(=O)(OCCCC)C(O)c1ccc(N(C)C)cc1 (stereo not given) | -9%
13 | COc1ccc(-c2cc(C(=O)Nc3c(C(=O)c4ccc(C)c(F)c4)oc4ccccc34)no2)cc1 | -15%
14 | CCOc1ccc(S(=O)(=O)N2CCC(C(=O)NCCN3CCOCC3)CC2)cc1C | 6%
15 | Cc1c(N2C(=O)C3C4C=CC(C5CC45)C3C2=O)c(=O)n(-c2ccccc2)n1C (stereo not given) | -4%
16 | O=C(Cn1c(=O)n(CCc2ccccc2)c(=O)c2cccnc21)Nc1ccc(F)cc1 | -2%
17 | CCCCSc1nnc2n(-c3cccc(C)c3)c(=O)c3c4c(sc3n12)CCCC4 | 17%
18 | Cc1ccc(S(=O)(=O)Nc2cccc(C(=O)N3CCOCC3)c2)cc1 | -3%
19 | COc1ccc(C/C(C)=N/NC(=S)Nc2ccc(Cl)cc2)cc1 | 11%
20 | Cc1ccc(NC(=O)CN(C)S(=O)(=O)c2ccc3c(c2)n(C)c(=O)c(=O)n3C)c(C)c1 | 3%
21 | CC(OC(=O)c1ccc(-c2ccc(O)cc2)cc1)C(=O)NC1CCCCC1C (stereo not given) | 8%
22 | CCN(C(=O)CN1CCN(Cc2ccccc2)CC1)c1c(N)n(Cc2ccccc2)c(=O)[nH]c1=O | -2%
23 | CCn1c(=NC(=O)c2ccc(S(=O)(=O)N3CCCC3)cc2)sc2cc(Br)ccc21 | 3%
24 | c1ccc(-c2nnsc2-c2nc3ccccc3[nH]2)cc1 | -6%
25 | CCOC(=O)CCC(=O)Nc1nnc2n1CCS2 | -3%
26 | COc1ccc([N+](=O)[O-])cc1NC(=O)C(C)N1CCCC1 (stereo not given) | -3%
27 | Cc1noc(C)c1S(=O)(=O)N1CCN(S(=O)(=O)c2ccccc2C#N)CC1 | 1%
28 | CCCCCc1nnc(NC(=O)c2ccc(N3CCCC3=O)cc2)s1 | 7%
29 | CN1C=CC(C(C(N)=O)c2ccccc2)c2ccccc21 (stereo not given) | 7%
30 | COc1ccc(CN2C(=O)C(CC(=O)NCCN3CCOCC3)CC(C(=O)N(C)C)=C2C)cc1 (stereo not given) | -11%
31 | COc1ccc(C2=NOC(C(=O)N3CCN(c4ccccc4OC)CC3)C2)cc1 (stereo not given) | 6%
32 | CCCc1ccc(OCc2ccc(C(=O)Nc3ccccc3C(=O)OC)o2)cc1 | 4%
33 | CC(=O)Nc1cccc(NC(=O)CSc2nc3c(c(=O)n(C)c(=O)n3C)n2C)c1 | -6%
34 | CN(CC(=O)Nc1c(Cl)cccc1Cl)C(=O)C1CCN(C(=O)Nc2ccccc2)CC1 | -5%
35 | COCCNC(=O)CSc1nc2cc3c(cc2c(=O)n1CCCCCC(=O)NCCc1ccc(OC)c(OC)c1)OCO3 | 3%
36 | COc1cccc(CNC(=O)CSC2=Nc3ccccc3C3=NC(C)C(=O)N23)c1OC (stereo not given) | -14%
37 | Cc1cc(C(=O)NCc2cccs2)n(-c2ccccc2)n1 | -8%
38 | CC1(C)Cc2nc3oc4c(SCC(N)=O)ncnc4c3cc2CO1 | 6%
39 | COc1ccc(NC(=O)CSc2ncc(-c3ccc(Cl)cc3)[nH]2)cc1OC | 0%
40 | CCC(=O)Nc1ccccc1Sc1ncnc2scc(-c3ccccc3)c12 | 5%
41 | O=C(Cn1c(=O)nc(-c2ccccc2)c2cc(Cl)ccc21)NCCc1ccc(Cl)cc1 | 7%
42 | Cc1oc(-c2ccc(Cl)cc2)nc1Cn1c(=O)cc(-c2ccccc2)c2c(C)nn(C)c21 | 2%
43 | CC(C)(C)c1nc2c(Br)cc(Br)cc2c(=O)o1 | -21%
44 | CCC(C)NC(=O)c1nc2c(nnn2Cc2ccccc2Cl)c(=O)[nH]1 (stereo not given) | -4%
45 | CSc1ccccc1-c1n[nH]c(=S)o1 | -2%
46 | CCOC(=O)c1sc2nc(C)nc(Nc3ccc(OC)c(OC)c3)c2c1C | -2%
47 | COc1ccc(-c2cc(C(=O)Nc3c(C)n(C)n(-c4ccccc4)c3=O)no2)cc1OC | 3%
48 | COc1ccccc1CNC(=O)C1CCN(S(=O)(=O)c2c(C)noc2/C=C/c2cccs2)CC1 | 5%
49 | CCOC(=O)c1ccc(CN(Cc2ccccc2)S(=O)(=O)c2ccc(C)cc2)cc1 | -6%
50 | c1ccc(-c2cc(-c3ccccc3)c3c(n2)-c2ccccc2OC3)cc1 | 7%
51 | COc1cccc(CNCCSc2nnnn2C)c1OCc1ccc(F)cc1 | 1%
52 | COc1ccc(CCNC(=O)CN2C(=O)COc3ccc(S(=O)(=O)N4CCCCCC4)cc32)cc1OC | -7%
53 | Cc1ccc(-n2c(C)nnc2SC(C)C(=O)N2CCCC2)cc1 (stereo not given) | 17%
54 | COc1cc(NC(=O)Nc2nnc(N3CCCCCC3)s2)cc(OC)c1 | 3%
55 | C=C1SC(=Nc2ccccc2Cl)N(C(=O)c2sc3ccccc3c2Cl)C1(C)C | -7%
56 | COC(=O)c1ccccc1NC(=O)Cn1c(=O)n(CCCC(=O)NCCc2ccc(OC)c(OC)c2)c(=O)c2ccccc21 | -1%
57 | C[C@H](CO)N1C[C@H](C)[C@@H](CN(C)CC2CCOCC2)Oc2ncc(Br)cc2C1=O | -10%
58 | Cc1ccc(C)c(-n2cc(CN3CCCN(C=O)CC3)c(-c3ccccc3)n2)c1 | -8%
59 | C[C@@H]1CN([C@@H](C)CO)C(=O)CCCn2nncc2CO[C@H]1CN(C)C(=O)Nc1ccc(N2CCCCC2)cc1 | 5%
60 | CCc1ccc(C(=O)COC(=O)c2cccs2)cc1 | 2%

# (further entries)
item | molecule | aSyn tox rescue
61 | CCOc1ccc(Cn2nnc3c(=O)[nH]c(C4CCN(C(=O)c5ccccc5)CC4)nc32)cc1 | 2%
62 | Cc1ccc(-n2ncc3c(NCCCc4ccccc4)ncnc32)cc1C | 3%
63 | COc1ccc([C@H]2N[C@]3(CCCN(Cc4ccc(F)cc4)C3=O)[C@H]3C(=O)N(C)C(=O)[C@@H]23)cc1 | -3%
64 | O=C(Cn1ncc2c3ccccc3n(Cc3ccccc3)c2c1=O)Nc1ccccc1C(F)(F)F | -9%
65 | CCCCN(C(=O)C1CC1)C1CCS(=O)(=O)C1 (stereo not given) | 5%
66 | CCOC(=O)c1c(C)sc(-c2c(-c3cccc(Cl)c3)[nH]c3c2c(=O)n(C)c(=O)n3C)c1O | 6%
67 | CCCNC(=O)c1ccc2c(c1)ncn2-c1ccc(C)cc1C | -17%
68 | CCOC(=O)c1cccc(NS(=O)(=O)c2cc3c(cc2C)NC(=O)CO3)c1 | -17%
69 | COc1cccc(NC(=O)c2oc3ccc(S(=O)(=O)N4CCC5(CC4)OCCO5)cc3c2C)c1 | 8%
70 | CC(C)c1ccc(C2=NC(c3ccncc3)=Nc3ccc(F)cc3N2)cc1 | -5%
71 | CC1CCC(C(=O)NNC(=O)c2cc(-c3ccco3)[nH]n2)CC1 (stereo not given) | -5%
72 | Cc1c(CCC(=O)NCc2ccc(F)cc2)c(=O)oc2cc(O)ccc12 | -7%
73 | COc1ccc(CCN2CC(C(=O)OCc3ccccc3Cl)CC2=O)cc1OC (stereo not given) | 0%
74 | CCN(CC)CCCNC(=O)c1oc2c(c1C)-c1nn(Cc3ccc(Cl)cc3)cc1CC2 | 1%
75 | O=S(=O)(Cc1ccccc1)N1CCNCC1 | -4%
76 | CN(C)S(=O)(=O)N(CC(=O)NCCSCc1ccccc1)c1ccccc1 | -2%
77 | COC(=O)c1cc(Cl)ccc1NC(=O)CSc1ncc(S(=O)(=O)c2ccc(Br)cc2)c(=O)[nH]1 | 3%
78 | CC(=O)Nc1sc2c(c1C#N)CCN(Cc1ccccc1)C2 | 1%
79 | COC(=O)c1ccc2c(=O)n(Cc3ccc(C(=O)NC(C)C)cc3)c(=S)[nH]c2c1 | -19%
80 | Cc1ccc(OCC(=O)N2CCN(S(=O)(=O)c3ccccc3[N+](=O)[O-])CC2)cc1 | -7%
81 | O=Cc1cccc(OCc2cn(CC(=O)c3ccc(O)cc3)nn2)c1 | -7%
82 | COc1cc(S(=O)(=O)n2cnc(C)c2)ccc1Cl | 10%
83 | COC(=O)C1=CCCCC(O)=C1C(=O)OC | -5%
84 | COc1cccc2c1OC1(CCN(C(C)C)CC1)N1N=C(c3cccnc3)CC21 (stereo not given) | 1%
85 | Cc1nc2c(C(=O)NCc3ccccc3)cnn2c(C)c1Cc1ccc(F)cc1 | 20%
86 | O=C(O)CCCn1cc(NC(=O)c2c(F)cccc2F)cn1 | 3%
87 | CCn1c2ccc(F)cc2c2nnc(SCCN3CCCCC3)nc21 | -2%&0%
88 | COc1ccc(OC)c(S(=O)(=O)Nc2ccc3[nH]c(=O)[nH]c3c2)c1 | -5%
89 | Cc1cccc(S(=O)(=O)c2cn(Cc3ccccc3)c3cc(N4CCCCC4C)c(F)cc3c2=O)c1 (stereo not given) | 6%
90 | CCOC(=O)c1c(S(=O)(=O)N2CCCC(C(=O)N(C)Cc3ccccc3)C2)c(C)n(C)c1C (stereo not given) | -3%

# Given with each value named: 4 of the compounds above.
78: CC(=O)Nc1sc2c(c1C#N)CCN(Cc1ccccc1)C2
  aSyn tox rescue: 1%

79: COC(=O)c1ccc2c(=O)n(Cc3ccc(C(=O)NC(C)C)cc3)c(=S)[nH]c2c1
  aSyn tox rescue: -19%

80: Cc1ccc(OCC(=O)N2CCN(S(=O)(=O)c3ccccc3[N+](=O)[O-])CC2)cc1
  aSyn tox rescue: -7%

81: O=Cc1cccc(OCc2cn(CC(=O)c3ccc(O)cc3)nn2)c1
  aSyn tox rescue: -7%

# A section taken from the entries so far:
item | molecule | aSyn tox rescue
84 | COc1cccc2c1OC1(CCN(C(C)C)CC1)N1N=C(c3cccnc3)CC21 (stereo not given) | 1%
85 | Cc1nc2c(C(=O)NCc3ccccc3)cnn2c(C)c1Cc1ccc(F)cc1 | 20%
86 | O=C(O)CCCn1cc(NC(=O)c2c(F)cccc2F)cn1 | 3%
87 | CCn1c2ccc(F)cc2c2nnc(SCCN3CCCCC3)nc21 | -2%&0%
88 | COc1ccc(OC)c(S(=O)(=O)Nc2ccc3[nH]c(=O)[nH]c3c2)c1 | -5%
89 | Cc1cccc(S(=O)(=O)c2cn(Cc3ccccc3)c3cc(N4CCCCC4C)c(F)cc3c2=O)c1 (stereo not given) | 6%
90 | CCOC(=O)c1c(S(=O)(=O)N2CCCC(C(=O)N(C)Cc3ccccc3)C2)c(C)n(C)c1C (stereo not given) | -3%

# Following part:
item | molecule | aSyn tox rescue
91 | O=C(CN1C(=O)CC(c2ccccc2)=Nc2ccccc21)Nc1ccc(Br)cc1 | -5%
92 | O=C(CN1C(=O)NC2(CCCC2)C1=O)Nc1ccccc1 | 1%
93 | CC1=Nc2cc(C(=O)NCCc3ccc(Cl)cc3)ccc2Sc2ccc(C)cc21 | 0%
94 | Cc1ccc(N/N=C(\C#N)C(=N)N2CCCCC2)cc1 | -13%

# Another view of some results above.
[44] CCC(C)NC(=O)c1nc2c(nnn2Cc2ccccc2Cl)c(=O)[nH]1 (stereo not given)
  aSyn tox rescue: -4%
[45] CSc1ccccc1-c1n[nH]c(=S)o1
  aSyn tox rescue: -2%
[46] CCOC(=O)c1sc2nc(C)nc(Nc3ccc(OC)c(OC)c3)c2c1C
  aSyn tox rescue: -2%

# Some of the compounds tested, so the mix of outcomes need not match the whole.
